Source: PubChem (The Scripps Research Institute Molecular Screening Center)
S1P1 ag: activates the human S1P1 receptor; Sphingosine 1-phosphate receptor 1 (Homo sapiens), P21453; S1P1 agonist cell-based reporter assay; activation, % at 4.5 µM; 16,000 compounds, 1.5% hits; in the data active = activation above about 80%
KOR antag MB: antagonists of human kappa opioid receptor OPRK1, Maybridge library. 16,000 compounds, 0.4% hits. inhibition, % at 9 µM. Kappa-type opioid receptor (Homo sapiens), P41145. OPRK1 cells, antagonist mode, fluorescence readout; in the data active = inhibition above about 50%
PME-1 Maybr inh: inhibitors of human PME-1 in Maybridge library | inhibition, % at 9 µM | Protein phosphatase methylesterase 1 (Homo sapiens), Q9Y570 | recombinant PME-1, FP-Rh probe fluorescence polarization | 16,000 compounds, 0.5% hits; in the data active = inhibition above about 30%
Target sequence (Q9Y570 whole entry, looked up): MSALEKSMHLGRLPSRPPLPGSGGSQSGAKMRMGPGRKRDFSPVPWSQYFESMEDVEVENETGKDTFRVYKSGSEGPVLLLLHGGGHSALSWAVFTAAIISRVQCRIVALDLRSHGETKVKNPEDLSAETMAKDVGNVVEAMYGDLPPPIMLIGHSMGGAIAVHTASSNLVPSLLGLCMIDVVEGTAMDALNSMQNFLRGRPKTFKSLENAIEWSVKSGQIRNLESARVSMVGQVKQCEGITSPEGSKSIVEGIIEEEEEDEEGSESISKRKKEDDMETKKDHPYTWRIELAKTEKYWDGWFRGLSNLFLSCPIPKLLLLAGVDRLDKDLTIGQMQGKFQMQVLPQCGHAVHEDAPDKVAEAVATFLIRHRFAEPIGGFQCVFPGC
luminol inh ctr: counter-screen for Nox1 inhibitors: inhibitors of luminol chemiluminescence; HRP/luminol/H2O2 chemiluminescence counterscreen; inhibition, % at 6.7 µM; 16,000 compounds, 0.4% hits; AID 1823, 2009; also: reference of the scale not given here
NOTCH ag: agonists of NOTCH signaling | NOTCH signaling luciferase reporter cells, luminescence | activation, % at 2.5 µM | 15,000 compounds, 0.4% hits; in the data active = activation above about 2.2%
rat GALR2 agon: agonists of rat galanin receptor 2 (GALR2); activation, % at 10 µM; Galanin receptor type 2 (Rattus norvegicus), O08726; AID 833, 2007; cell-based GALR2 agonist screen; 16,000 compounds, 0.5% hits; in the data active = activation above about 15%
Nox1 inhibitor: inhibitors of human NADPH oxidase 1 (Nox1) | Q9Y5S8 | inhibition, % at 6.7 µM | 16,000 compounds, 0.81% hits | HT29 cells, luminol chemiluminescence ROS
Target sequence (Q9Y5S8 whole entry, looked up): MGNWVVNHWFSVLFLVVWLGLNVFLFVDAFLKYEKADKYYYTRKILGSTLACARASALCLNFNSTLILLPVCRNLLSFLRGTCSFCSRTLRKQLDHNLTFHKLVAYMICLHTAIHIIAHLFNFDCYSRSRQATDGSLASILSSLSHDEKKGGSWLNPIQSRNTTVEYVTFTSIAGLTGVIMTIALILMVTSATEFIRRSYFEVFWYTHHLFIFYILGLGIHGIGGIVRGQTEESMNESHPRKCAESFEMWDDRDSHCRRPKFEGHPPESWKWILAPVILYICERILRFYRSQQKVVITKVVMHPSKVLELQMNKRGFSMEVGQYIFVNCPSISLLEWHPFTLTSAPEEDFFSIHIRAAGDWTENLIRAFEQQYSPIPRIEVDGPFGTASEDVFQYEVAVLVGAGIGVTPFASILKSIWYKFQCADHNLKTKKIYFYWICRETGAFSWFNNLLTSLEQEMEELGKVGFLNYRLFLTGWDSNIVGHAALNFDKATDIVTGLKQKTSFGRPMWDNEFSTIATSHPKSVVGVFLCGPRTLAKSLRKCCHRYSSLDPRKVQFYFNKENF
TLR4 MyD88 blk: inhibitors of human TLR4-MyD88 binding; Toll-like receptor 4 (Homo sapiens), O00206; 16,000 compounds, 0.06% hits; Cell-based TLR4-MyD88 binding inhibition assay; AID 811, 2007; inhibition, % at 10 µM; in the data active = inhibition above about 45%
* marks the source's active call; other numbers are inactive results; . = no result given. Rule as the data show it, unless noted: active = inhibition above about 75%; inactive = the rest. Compounds were not picked by outcome; any-hit rate near 4.3%.

structure,S1P1 ag,KOR antag MB,PME-1 Maybr inh,luminol inh ctr,NOTCH ag,rat GALR2 agon,Nox1 inhibitor,TLR4 MyD88 blk
O=C(NCCCN1CCN(Cc2ccccc2)CC1)c1cccs1,-7,16,-3,2,-0.9,-7,-50,2
S=C(NCCc1ccccn1)Nc1ccccc1,-10,-3,3,-5,-0.5,-5,2,-10
O=C(Nc1ccc(Cl)cc1)NC1CCCCNC1=O (stereo not drawn),8,-2,3,-2,0.3,-6,-71,12
COc1cc(NC(=O)c2ccccc2)c(C)cc1NC(=O)CC(CC(=O)O)c1ccccc1 (stereo not drawn),-2,16,3,-8,-0.3,-4,-2,6
CC(=O)n1nccc1-c1nccnc1C,8,10,5,-7,1.0,-1,18,2
COc1cc(CCN=Cc2ccccc2O)c([N+](=O)[O-])cc1OC,-11,4,-1,-2,-0.7,0,-28,-1
Cc1nn(C)c(NCc2cccs2)c1[N+](=O)[O-],12,-1,5,-5,-0.5,-3,-5,1
Cc1ccc([N+](=O)[O-])cc1S(=O)(=O)Nc1cccc(C(F)(F)F)c1,41,0,8,0,.,-9,4,-1
CN1NC(c2ccccc2)/C(=N\OC(=O)Nc2ccccc2)SC1=S (stereo not drawn),-14,11,-9,-2,0.4,-3,-86,6
O=C1C=C(c2ccc(Br)cc2)OC(=O)C1C(=O)c1ccc(Br)cc1 (stereo not drawn),-28,-5,-2,1,-0.3,-3,-18,-3
CC1CN=C(NC2CCCCC2)S1 (stereo not drawn),1,8,-2,2,-0.5,-8,7,-21
CCOC(=O)C(=CNc1cc(C(F)(F)F)ccc1NCc1ccccc1)C(=O)OCC,-6,4,2,-2,-0.2,-6,8,-6
Cc1c(CC(=O)Nc2ccccc2)sc2ccccc12,17,-4,3,0,-0.7,-4,-18,-8
CCO/C=C(\C#N)S(=O)(=O)c1ccc(Cl)cc1,13,7,2,3,0.3,-5,-7,-4
CSc1nc(C(N)=O)c(N)s1,-8,5,-1,36,-0.9,-7,-34,-3
Cc1ccc(S(=O)(=O)/C=C/c2ccc([N+](=O)[O-])o2)cc1,61,5,-3,4,-0.1,-18,-36,-11
O=C1c2cc(S(=O)(=O)Oc3ccccc3)ccc2-c2ccc(S(=O)(=O)Oc3ccccc3)cc21,8,3,6,-6,-1.2,-4,34,.
COCc1cc(=O)oc2cc(NS(C)(=O)=O)ccc12,-2,8,1,-4,0.1,-1,-2,10
COC(=O)CCCCCCCC(=O)Nc1ccc(Cl)cc1,3,10,0,-2,0.5,-7,6,-1
COC(=O)c1scc(C#N)c1N/N=C(\C#N)S(=O)(=O)c1cccs1,34,-7,3,2,0.6,-5,-45,3
Cc1nc(C(=O)O/N=C(\N)c2c(-c3c(Cl)cccc3Cl)noc2C)cs1,-6,24,3,-3,-0.8,-6,-1,.
CC(=O)Nc1nc(-c2cccnc2)cs1,0,33,2,-3,-0.2,-6,-11,-3
Nc1ccccc1C(=O)NCCCNC(=O)c1ccccc1N,-9,0,-1,3,-0.3,-4,-42,5
Cc1ccc(NNC(=O)c2ccc(Cl)cc2)nn1,-3,2,-1,2,-0.5,-6,18,0
CCc1nc2ccccc2nc1N1CCCC1,-26,-7,-2,-2,-0.3,-6,-33,-1
CSc1cccc(NC(=O)Cn2nc(C)c(Oc3ccccc3)c2C)c1,3,-16,1,4,-1.0,-10,-31,1
Cn1nc(NC(=O)Cn2ccc(C(F)(F)F)n2)c2ccccc21,-10,-12,1,-4,0.0,-6,-33,9
CSc1scc2c1-c1nn(C(=O)c3ccc(Cl)cc3)cc1CC2,-11,5,4,-4,0.1,-4,11,-1
O=C1CSC(=O)N1c1ccc(OC(F)(F)F)cc1,-7,-10,0,0,-0.2,-4,-15,-7
Cc1cn(CCC(=O)NC2CCN(Cc3ccccc3)CC2)c2ccccc12,1,19,2,-1,-5.9,-4,-26,4
O=C(Oc1cncc(Cl)c1)c1cccs1,-5,-5,-2,3,-0.7,-6,-10,3
OCC1(CO)CCCC(CO)(CO)C1O,19,0,1,-6,0.3,-6,14,2
Cn1c2c(c3ccccc31)/C(=N/O)CCC2,-5,-15,-3,10,0.2,-11,-3,-5
Cc1ccc2nc(-c3ccc(-c4ccccc4)s3)cn2c1,-12,17,3,1,-0.7,-6,-15,-7
CCOC(=O)C(CCC(=O)O)(CCC(=O)O)C(=O)OCC,-3,-10,2,-5,-0.6,-7,-6,-5
Cc1ccc(C)n1-c1ncccc1Oc1cnn(Cc2ccccc2)c(=O)c1Cl,-4,10,5,1,-0.3,-7,-50,3
O=c1cc(NCc2ccccc2)n(-c2ccccc2)c(=O)n1-c1ccccc1,-8,9,10,-5,0.1,-6,10,.
O=[N+]([O-])c1cccnc1ON=C(c1cccs1)c1cccs1,35,6,2,3,-0.4,-7,-56,16
CCN(CC)c1ncnc2c1nnn2Cc1ccccc1,-56,-8,6,-4,0.5,-4,-12,-10
O=C(CSc1ccccn1)c1cc(Cl)sc1Cl,10,4,8,9,-0.4,-5,29,-5
CN1CCc2c(sc3nc(=S)[nH]c(Nc4ccccc4)c23)C1,7,1,8,-2,0.6,-5,-2,-1
Cc1ccc(/C=c2\sc3nc4ccccc4n3c2=O)o1,52,54*,7,1,-0.4,-10,36,-11
Cc1ccc(NS(=O)(=O)c2cc(F)c(Br)cc2F)cc1,-2,12,1,-4,-0.4,-8,25,3
O=c1c2c(c1=O)NCCCN2,-12,12,0,-2,0.3,-3,-29,-4
CC(/C=N/O)=N\Nc1ccccc1,-3,0,3,1,-0.8,-4,20,-1
O=C(COc1ccccc1)Nc1ccc(C(=O)O)cc1,-21,12,1,-1,1.5,-5,-1,2
COCCCNC(=O)c1ccc(N=Cc2ccccc2O)cc1,5,11,1,-3,0.9,-4,3,-9
O=C(CSc1nc2ccccc2o1)N1CCc2c([nH]c3ccccc23)C1C(F)(F)F (stereo not drawn),21,7,-15,-5,-0.1,-8,23,0
Cc1cc(C(=O)Nc2ccc3c(c2)OCCO3)no1,-16,7,-4,1,-0.6,-5,-22,9
O=[N+]([O-])c1ccc2ncccc2c1-n1cccc1,12,-24,2,-4,-0.3,-8,-41,3

Following part
structure,S1P1 ag,KOR antag MB,PME-1 Maybr inh,luminol inh ctr,NOTCH ag,rat GALR2 agon,Nox1 inhibitor,TLR4 MyD88 blk
CCOC(=O)c1ccc(NC(=O)CSCc2ccco2)cc1,6,21,-19,-2,0.4,-6,-27,-6
O=S(=O)(Nc1nc(SCc2ccc(Cl)cc2)n[nH]1)c1cccs1,9,-2,5,-5,-0.5,-6,15,-1
CCOC(=O)CCc1ccc2c(c1)NC(c1cccc([N+](=O)[O-])c1)O2 (stereo not drawn),3,-13,-7,33,-0.2,-9,96*,-8
O=C(N/N=C/C=C/c1ccccc1)N/N=C/C=C/c1ccccc1,-8,-4,-2,2,0.3,-4,-20,-2
CC1(C)Cc2cccc(C(=O)NCc3ccco3)c2O1,-2,-2,0,1,-0.7,-3,-2,2
CC12NC(=O)NC1(C)NC(=O)N2 (stereo not drawn),-8,-7,1,-2,.,-3,-112,-7
COc1ccc(/C=C(\C#N)C(=O)c2cc(C(C)(C)C)on2)cc1,-9,17,1,0,-0.5,21*,13,-2
CS(=O)(=O)Nc1ccc2oc3ccccc3c(=O)c2c1,8,24,-4,3,-0.1,-7,-33,1
O=S(=O)(c1ccc(Cl)cc1)N1CCC(n2cccc2)CC1,6,-4,5,8,-0.2,-7,0,2
CN(NC(=O)NC(=O)c1ccc(F)c(Cl)c1)c1ccc([N+](=O)[O-])cn1,-1,6,1,-3,-0.2,-6,17,1
CCCc1cnc(N2CCN(CC(=O)Nc3ccccc3)CC2)nc1,-4,-3,-4,1,-0.5,-5,-26,-5
Cc1c(C(=O)Cc2c(O)c3ccccc3oc2=O)sc2nc(C(F)(F)F)nn12,-1,8,-4,3,-0.2,-1,-4,-3
CNc1ccccc1C(=O)NCCc1ccncc1,-24,-6,0,1,-0.4,-4,4,-20
Fc1ccc(CN2CCCN(Cc3ccc(F)cc3)C2c2csnn2)cc1,-9,5,1,-2,0.4,-2,-16,-1
CC(C)(C)SCCNC(=O)/C=C/c1ccccc1,4,0,12,-1,-0.9,-4,-7,20
FC(F)(F)c1cccc(NC(=S)N2CCCC2)c1,-12,-6,1,-3,0.1,-4,-64,7
Cc1nnc(Nc2cc(Cl)cc(Cl)c2)s1,2,18,-2,-1,0.0,-4,-6,3
CN(C(=O)c1ccc(OCC(F)(F)F)c(C#N)c1OCC(F)(F)F)c1ccc(Cl)cc1,-1,4,4,-6,0.2,-4,2,-3
CSc1c(-c2ccccn2)c(N)nn1C(=O)c1cccs1,-5,4,2,-7,-0.6,0,3,0
COC(=O)c1ccc(Cl)cc1N(CCCC#N)S(=O)(=O)c1cccc(C(F)(F)F)c1,0,-2,1,1,-0.6,-6,-28,-9

Six entries out of the list, sorted by heavy-atom count, smallest number first:
structure,S1P1 ag,KOR antag MB,PME-1 Maybr inh,luminol inh ctr,NOTCH ag,rat GALR2 agon,Nox1 inhibitor,TLR4 MyD88 blk
CC1CN=C(NC2CCCCC2)S1 (stereo not drawn),1,8,-2,2,-0.5,-8,7,-21
O=C(Oc1cncc(Cl)c1)c1cccs1,-5,-5,-2,3,-0.7,-6,-10,3
Cn1c2c(c3ccccc31)/C(=N/O)CCC2,-5,-15,-3,10,0.2,-11,-3,-5
S=C(NCCc1ccccn1)Nc1ccccc1,-10,-3,3,-5,-0.5,-5,2,-10
Cc1ccc2nc(-c3ccc(-c4ccccc4)s3)cn2c1,-12,17,3,1,-0.7,-6,-15,-7
Nc1ccccc1C(=O)NCCCNC(=O)c1ccccc1N,-9,0,-1,3,-0.3,-4,-42,5

Continued:
structure,S1P1 ag,KOR antag MB,PME-1 Maybr inh,luminol inh ctr,NOTCH ag,rat GALR2 agon,Nox1 inhibitor,TLR4 MyD88 blk
N#CCN1CCN(c2nc3ccc(Cl)cc3s2)CC1,-9,-6,3,-6,-0.8,-6,-27,-7
Cc1noc(-c2c(C)noc2C)c1C(=O)NNC(=O)c1c(F)cccc1Cl,-10,6,1,-6,-0.2,-3,11,11
CC(=O)OC[C@H]1O[C@@H](OCc2ccccc2)[C@H](OC(C)=O)[C@@H](OC(C)=O)[C@@H]1OC(C)=O,-2,-6,-4,2,0.5,-7,-31,5
CS/C(=C(/C#N)S(=O)(=O)C(C)C)N1CCOCC1,-2,-10,1,0,-0.5,-8,-85,-2
Cc1nc(COc2cc(C)c(Cl)c(C)c2Cl)cs1,-14,-12,3,-5,-0.2,-5,28,-8
Cc1ccc(S(=O)(=O)Nc2ccccc2N2C(=O)c3cccc4cccc(c34)C2=O)cc1,-15,-9,2,-1,-0.4,0,-66,2
CN1C(=O)C(=Cc2cn(-c3ccccc3)nc2-c2cccs2)C(=O)N(C)C1=O,-26,-5,0,3,-0.2,0,7,-2
CCOC(=O)/C(C#N)=C\c1ccc(-n2c(C)ccc2C)cc1,34,4,-9,5,-0.5,-4,-42,4
Nc1ccc(Oc2ccc(Cl)cc2C2CCCCC2)nc1,-15,-12,8,3,-0.5,-8,-16,1
CSc1nc2ccc(NS(=O)(=O)c3ccc(Br)s3)cc2s1,53,4,-5,-1,-0.3,-5,-23,-2
COc1ccc(Cl)cc1N1C(=O)c2ccncc2C1=O,-9,4,3,-1,-0.4,-4,-18,1
O=C(O)c1nccnc1C(=O)NCc1csc(-c2cccs2)n1,2,2,-3,2,-0.2,-5,-23,-7
Cc1nc(-c2ccc(S(=O)(=O)N3CCN(c4nc(-c5ccccc5)ns4)CC3)s2)cs1,-9,-3,-10,0,-0.5,-4,-17,3
COc1ccc(OCCNC(=O)c2cccs2)cc1,-7,14,4,-3,0.1,-5,24,-7
O=C(NNc1ncccc1-n1cccc1)c1ccc(Cl)cc1,5,9,1,8,1.6,-7,-5,-1
O=C(O)CCC(=O)NCC(=O)c1ccc(F)cc1,-12,7,1,-7,0.3,-5,0,-9
c1ccc2[nH]c(CSCSCc3nc4ccccc4[nH]3)nc2c1,-6,-2,6,-6,-0.7,-5,-13,1
O=C(Nc1ccccc1C(=O)Nc1nccs1)c1ccccc1,-8,16,7,-3,-0.3,-8,22,4
O=C1NC(=O)C(Cc2ccccc2)N1 (stereo not drawn),-5,18,1,1,0.5,-4,-21,1
